CCHF vOTU inh – blocks the CCHF virus ovarian tumor domain protease. CCHFV vOTU protease, Pep-AMC fluorescence. inhibition, % at 11.5 µM. 370,000 compounds, 0.55% hits; in the data active = inhibition above about 30%; note: 0% = vehicle wells with enzyme and 100% = no enzyme wells
MazF activator – increases E. coli MazEF RNase cleavage of RNA; activation, % at 20 µM; 350,000 compounds, 0.32% hits; FAM/BHQ RNA-DNA oligo cleavage fluorescence, 5 h; P0AE70; in the data active = activation above about 50%
Target sequence (P0AE70 whole entry, looked up): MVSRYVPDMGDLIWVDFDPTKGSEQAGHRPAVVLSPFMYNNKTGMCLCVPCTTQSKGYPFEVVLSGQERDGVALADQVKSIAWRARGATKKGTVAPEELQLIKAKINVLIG
Rv3671c inh – inhibitors of M. tuberculosis serine protease Rv3671c | P9WHR9 | inhibition, % at 5.96 µM | 320,000 compounds, 0.048% hits; in the data active = inhibition above about 38%;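 note: extracellular domain of Rv3671c used as enzyme; 0% = enzyme with DMSO and 100% = no enzyme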
Target sequence (P9WHR9 whole entry, looked up, the tested form may be a part): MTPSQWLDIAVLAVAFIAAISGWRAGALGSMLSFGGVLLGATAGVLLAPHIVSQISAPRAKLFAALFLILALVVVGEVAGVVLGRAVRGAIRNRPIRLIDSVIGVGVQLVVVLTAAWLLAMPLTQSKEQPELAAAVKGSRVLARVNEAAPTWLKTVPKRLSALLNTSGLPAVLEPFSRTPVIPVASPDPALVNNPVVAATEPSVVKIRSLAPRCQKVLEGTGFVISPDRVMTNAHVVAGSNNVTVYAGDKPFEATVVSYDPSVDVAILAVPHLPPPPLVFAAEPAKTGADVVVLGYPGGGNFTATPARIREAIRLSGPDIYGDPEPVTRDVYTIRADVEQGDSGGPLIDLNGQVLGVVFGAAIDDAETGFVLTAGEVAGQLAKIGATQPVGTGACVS
Vc quorum ag – quorum light induction in luxS cqsA deficient V. cholerae. V. cholerae BH1578 lux reporter, luminescence, 6 h. activation, % at 18.7 µM. 350,000 compounds, 0.16% hits; in the data active = activation mostly above about 9.7%, no sharp cut-off; note: not every result past the cut was called active; inactives centre near 0; reference of the scale not given here
SSB-PriA inh – K. pneumoniae PriA-SSBct interaction inhibition | AlphaScreen SSBct-PriA binding, biotinylated peptide | 430,000 compounds, 0.6% hits | inhibition, % at 33 µM; in the data active = inhibition mostly above about 37%, no sharp cut-off; inactive = mostly below about 20%;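 note: plate controls were negative control peptide for no effect and reference peptide for full effect; strong numbers were not always called active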
3CLpro inhibitor – SARS-CoV 3CLpro protease inhibition | 290,000 compounds, 0.14% hits | inhibition, % at 6 µM | recombinant SARS-CoV 3CLpro, quenched FRET peptide cleavage; in the data active = inhibition above about 12%
Y pestis TopoI – inhibitors of Yersinia pestis topoisomerase I; AID 504884; Y. pestis Topo-I cleavage product accumulation, plate reader; 360,000 compounds, 0.064% hits; activity, % at 10 µM; in the data active = activity above about 50%, passing the limit was not always enough; note: inactives centre near 2
PrPC TRFRET – reduces human prion protein on the cell surface; P04156; cell surface PrPC, TR-FRET read-out; inhibition, % at 13.8 µM; 370,000 compounds, 0.43% hits; in the data active = inhibition above about 24%; note: 0% = median of the test wells and 100% = reference compound wells
TcdB inh – TcdB glycohydrolase inhibition; P18177; 350,000 compounds, 0.24% hits; TcdB glycohydrolase enzymatic assay, plate reader; inhibition, % at 9.99 µM; in the data active = inhibition above about 10%
VHR inh abs – DUSP3 (human) phosphatase inhibition. P51452. recombinant VHR phosphatase, pNPP absorbance. inhibition, % at 13.3 µM. 290,000 compounds, 0.52% hits. AID 1654; in the data active = inhibition above about 50%; note: some compounds called inactive have numbers as strong as hits
Target sequence (P51452 whole entry, looked up): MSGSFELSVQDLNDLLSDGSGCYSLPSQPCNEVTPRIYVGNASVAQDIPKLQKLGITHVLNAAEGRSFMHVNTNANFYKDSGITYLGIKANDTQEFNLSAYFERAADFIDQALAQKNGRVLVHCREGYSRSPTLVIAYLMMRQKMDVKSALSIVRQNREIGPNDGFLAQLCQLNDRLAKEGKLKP
* marks the source's active call; other numbers are inactive results; i = inactive; . = not tested or not shown; & = joins results of further samples. Some of the compounds tested. The share of hits here may be higher or lower than overall.

SMILES	CCHF vOTU inh	MazF activator	Rv3671c inh	Vc quorum ag	SSB-PriA inh	3CLpro inhibitor	Y pestis TopoI	PrPC TRFRET	TcdB inh	VHR inh abs
Cc1cc(C)c(N=Cc2c(O)[nH]c(=O)[nH]c2=O)c(C)c1	-2	6	-4	-0.6	1	-2	8	3	0.8	-28
COc1ccccc1NS(=O)(=O)c1ccc(Br)s1	1	7	3	i	-17	-4	1	-7	.	18
S=C(Nc1ccc(Br)cc1Cl)N1CCN(c2ccccn2)CC1	-13	-6	-4	i	7	-5	-4	5	1.4	27
Cc1cc2c(c(=O)n1Cc1ccc3c(c1)OCO3)C(c1cccnc1)C(C#N)=C(N)O2 (configuration not stated)	3	1	-4	i	-6	-4	6	1	.	-4
O=C(CSc1nc2ccccc2[nH]1)Nc1c(F)cccc1F	0	-2	-7	i	-9	2	-9	2	.	21
CC(NC(=O)COC(=O)CCC(=O)c1ccc(Cl)cc1)c1ccccc1 (configuration not stated)	2	-1	3	-5.6	-8	.	28	-5	0.6	.
Cc1cccn2c(=O)c3cc(C(=O)NCC4CCCO4)c(=N)n(CCc4ccccc4)c3nc12 (configuration not stated)	-83	25	0	-0.3	4	-8	2	-19	0.7	46
COC(=O)CCCCC1SCC(NC(=O)c2ccccc2)C1Cl (configuration not stated)	-10	11	-2	-0.6	-20	0	11	8	5.9	-8
Cn1nnnc1SCC(=O)NCc1ccco1	13	2	7	-1.8	-4	3	3	3	.	2
CCOC(=O)Cn1c(=O)oc2cc(S(=O)(=O)N3CCn4c3nc3ccccc34)ccc21	2	0	-5	-0.3	5	-7	-2	-5	1.3	32
CCC(C)NS(=O)(=O)c1ccc(OCC(=O)N2CCCCC2)cc1 (configuration not stated)	1	-13	-9	i	-7	-1	-16	3	.	2
CC(=O)Nc1ccc(NC(=O)c2cc(-c3cc(F)ccc3OCC3CCCO3)n[nH]2)cc1 (configuration not stated)	8	.	.	-2.5	.	.	2	6	0.7	.
CN1CCC(=C2c3ccccc3Sc3ccccc32)CC1	6	17	.	0.2	5	.	-12	-10	0.6	.
O=S(=O)(Cc1ccccc1)NCC1CCCN(Cc2ccc3nonc3c2)C1 (configuration not stated)	-6	7	0	0.6	2	8	0	-1	0.3	21
O=C(Cc1ccccc1)NCc1ccccn1	-6	-2	7	-1.4	-6	3	2	0	2.6	-4
C=CCNC(=O)c1ccc(Sc2ccc(C)cc2)c([N+](=O)[O-])c1	15	1	-1	-0.3	3	3	-7	5	.	14
CCOC(=O)C1(S(=O)(=O)c2ccc(Cl)cc2)CCN(Cc2ccc(C)cc2)CC1	8	2	1	i	0	3	15	4	.	29
CC(Cn1cncn1)C(=O)N1CCN(S(=O)(=O)c2ccccc2)CC1 (configuration not stated)	4	-3	-10	-0.2	-7&-8	0	2	8	-0.1	16
CC(C)(C)c1ccc(OCC(=O)OCCNC(=O)c2cccnc2)cc1	-2	4	-2	1.0	-4	3	-8	1	.	-13
CN1C(=O)C(C2CCCCC2)C(=O)N(C)C1=O	-1	6	.	-1.1	-28	.	0	-4	-0.3	.
Cc1ccc(NC(=O)CCC(=O)NNC(=O)C(C)(C)C)c(C)c1	-9	11	3	i	-3	3	4	-2	0.8	19
CCCCOc1ccc(OCCCC)c2c1NC1(N2)C(=O)N(C(C)=O)c2ccccc21	10	105*	0	2.9	-5	0	-9	-6	.	-1
COc1ccc(CCNCc2ccccc2)cc1	4	1	1	-1.4	-17	-1	8	-10	2.2	.
CCC(CC)C(=O)Nc1cccc(-c2ccc3nncn3n2)c1	16	5	-1	i	-3	1	-10	-8	-1.5	4
COC(=O)C1CCN(C(=O)Cc2c(OC)ccc3cc(Br)ccc23)CC1	12	9	1	i	-16	6	19	8	3.5	-6

Continuation.
SMILES	CCHF vOTU inh	MazF activator	Rv3671c inh	Vc quorum ag	SSB-PriA inh	3CLpro inhibitor	Y pestis TopoI	PrPC TRFRET	TcdB inh	VHR inh abs
CCOc1cc(/C=C2\NC(=O)NC2=O)ccc1OC(C)C(=O)O (configuration not stated)	13	-30	-3	-0.4	9	-1	0	-4	2.7	-10
COc1ccccc1NC(=O)Nc1nnc(CC(=O)Nc2ccccc2C)s1	-6	-3	-45	i	-12	1	2	5	0.7	17
COC(=O)c1cc(-c2ccc(Br)cc2)on1	0	-5	5	0.9	-4	-3	4	-1	5.5	-28
Cc1ccc2cc(NC(=O)c3cccc(F)c3)ccc2n1	7	3	-2	i	-4	-4	-10	6	1.8	-12
O=C(CCC(=O)c1cccs1)OCC(=O)N1CCN(C(=O)c2ccco2)CC1	7	-1	-3	.	-3	6	-1	4	.	-3
CCN(CC)C(=O)CSc1nnc(SCc2ccc(Cl)cc2)s1	0	-9	-13	1.6	6	0	1	10	.	31
O=C1OCCC1Sc1nnc(-c2ccco2)o1 (configuration not stated)	10	4	8	i	-3	-5	-3	2	.	9
Cc1nc2ccc([N+](=O)[O-])cc2s1	-1	14	9	i	-24	-6	7	12	-0.4	9
CC(=O)c1ccc(N(CC(=O)NC2CCS(=O)(=O)C2)S(=O)(=O)c2ccc(Cl)cc2)cc1 (configuration not stated)	-3	-3	13	0.7	-4	.	8	6	0.7	.
CN(C)CCNC(=O)C1CCCNC1=O (configuration not stated)	0	-6	1	i	-2	0	8	-5	.	24
Cc1cccc(C(=O)NC(=S)N2CCc3ccccc3C2)c1	-2	-5	1	-0.2	-1	0	8	3	.	-14
O=C1/C(=C/c2cccc([N+](=O)[O-])c2)CCc2ccccc21	19	-14	-2	-0.6	4	2	-2	-11	.	-11
CC(C)CNS(=O)(=O)c1ccc(S(=O)(=O)N2CCN(CCC#N)CC2)cc1	6	6	2	i	0	0	3	-5	1.6	7
N#CC1=C(N)Oc2n[nH]c(-c3cccnc3)c2C1c1ccc([N+](=O)[O-])o1 (configuration not stated)	-5	-3	0	i	1	0	-1	-11	-0.8	23
Fc1cccc(Cl)c1CNCc1ccccc1Cl	7	-6	1	-0.7	-51	-2	2	-4	.	-29
O=C(CCCn1cnc([N+](=O)[O-])n1)Nc1ccc(Cl)c(Cl)c1	-9	1	-1	-4.0	4	-3	-2	-12	.	31
CC(=O)C1=C(O)C(=O)N(c2cccnc2)C1c1ccc(Cl)cc1 (configuration not stated)	0	0	-5	-0.4	-9	0	-5	-10	.	-4
CCCNC(=O)NC(=O)COC(=O)CNS(=O)(=O)/C=C/c1ccccc1	2	3	12	-0.5	-4	-3	-13	-10	0.5	4
Cc1cccc(CCNC(=O)CN(C)S(=O)(=O)c2ccc3c(c2)c(=O)n(C)c(=O)n3C)c1	6	9	-17	-0.1	-4	-1	-4	3	-1.0	27
Nc1ncnc2nc(SCC(=O)Nc3cccc(C(F)(F)F)c3)[nH]c12	13	7	-8	-0.3	4	-3	-1	-4	0.7	6
CCS(=O)(=O)N1CCC(C(=O)NCc2cc(OC)ccc2OC)CC1	7	7	1	-0.5	4	3	-5	-1	0.0	44
CCOC(=O)N1CCN(c2c(N3CCN(c4cccc(C(F)(F)F)c4)CC3)c(=O)c2=O)CC1	.	12	-2	i	0	-1	-2	.	0.2	-23
Cc1cc(=O)oc2cc(OCC(=O)N3CCC(C(N)=O)CC3)ccc12	0	3	-11	-0.4	-3	1	-1	-5	-0.2	4
CCCn1nc(C(=O)NNC(=O)CSC(C)C(=O)Nc2cc(C)on2)c2ccccc2c1=O (configuration not stated)	27	-1	0	i	6	3	6	-5	1.7	10
Cc1ccc2c(COC(=O)c3c(C)noc3C)cc(=O)oc2c1	-5	2	-10	-3.0	-7	1	1	8	0.0	23

Other results follow:
SMILES	CCHF vOTU inh	MazF activator	Rv3671c inh	Vc quorum ag	SSB-PriA inh	3CLpro inhibitor	Y pestis TopoI	PrPC TRFRET	TcdB inh	VHR inh abs
NC(Cc1ccc(Cl)cc1)c1csc(Nc2cc(NCCCO)ncn2)n1 (configuration not stated)	-1	.	.	-0.4	.	.	-11	11	1.5	.
CCCCCN(C(=O)CCC(=O)OC(C)C(=O)NC1CCCCC1)c1c(N)n(CCCC)c(=O)[nH]c1=O (configuration not stated)	21	1	2	-1.2	-6	.	15	4	1.4	.
CCCc1c(C(=O)NNc2cc(C(F)(F)F)ccc2Cl)cnn1-c1ccccc1	11	0	5	-0.6	-18	3	2	7	2.6	9
COCCCn1c(-c2ccsc2)nc2c1c(=O)[nH]c(=O)n2Cc1ccccc1	-17	-8	4	-0.3	-8	-1	-6	11	.	0
Cc1ccc(-n2ncc3c(=O)[nH]c(SCC(=O)N4CCCc5ccccc54)nc32)cc1	3	2	2	i	-14	2	4	-4	.	6
CSc1ccc(/C=C(/NC(=O)c2ccco2)C(=O)N2CCOCC2)cc1	30*	-1	0	i	-13	-1	10	-8	2.6	18
O=C1NC(c2ccccc2)=C(c2ccc3ccccc3n2)C(c2ccc(F)cc2)N1 (configuration not stated)	6	0	-7	i	24	3	8	-6	0.3	8
CCCCSc1nnc(-c2ccc(NC(C)=O)cc2)n1C	-6	-1	-6	-0.3	-4	0	-7	-5	.	3
COCCNc1ccc(N2C(=O)CCCC2=O)cc1[N+](=O)[O-]	10	5	6	i	-12	-1	5	-38	0.8	32
CCOC(=O)CN1C(=O)S/C(=C/c2ccc(O)c([N+](=O)[O-])c2)C1=O	21	6	3	-0.2	12	3	-5	-26	-1.7	17
COc1cccc(NC(=O)CN(C)S(=O)(=O)c2ccc3c(c2)NC(=O)CS3)c1	11	-26	-5	-0.2	-6	2	-1	8	-2.6	-19
COc1ccc(-c2nnc(OCc3nc4ccccc4n3C)c3ccccc23)cc1	4	-11	-14	i	-7	1	22	2	.	3
COc1ccc(/C=N/NC(=O)CN(Cc2ccccc2)S(=O)(=O)c2ccc3c(c2)OCCO3)cc1	-13	-2	-19	-0.3	.	0	35	-2	.	15
OCCN(C=NC1=NN(c2cccc(C(F)(F)F)c2)CC1)CCO	-7	-3	3	-1.6	2	2	0	0	.	37
COc1cc(Cl)c(C)cc1NC(=O)COC(=O)c1ccc(CN2CCCC2=O)cc1	7	3	-1	-0.3	12	.	5	0	0.3	.
O=C(N1CCCCC1)N1CCN(S(=O)(=O)c2cccc([N+](=O)[O-])c2)CC1	6	-2	-4	i	4	0	2	-11	0.1	12
CCn1c2ccccc2c2nnc(SCC(=O)Nc3ncccn3)nc21	-4	-4	-6	-1.4	-1	-2	-1	-5	.	17
c1ccc(-n2ncc3c(N4CCCCC4)ncnc32)cc1	3	6	3	-0.2	-12	-2	-4	0	0.0	9
CCOC(=O)C1=C[C@]2(CC)CCCN3CCc4c(n1c1ccccc41)[C@@H]32	-6	2	-10	6.2	5	3	19	-8	1.4	12
C/C(=N\NC(=O)C1COc2ccccc2O1)c1cc2ccccc2o1 (configuration not stated)	9	1	3	6.7	.	-2	7	7	0.1	9

In another format: entries from further up.
canonical_smiles | CCHF vOTU inh | MazF activator | Rv3671c inh | Vc quorum ag | SSB-PriA inh | 3CLpro inhibitor | Y pestis TopoI | PrPC TRFRET | TcdB inh | VHR inh abs
COCCNc1ccc(N2C(=O)CCCC2=O)cc1[N+](=O)[O-] | 10 | 5 | 6 | i | -12 | -1 | 5 | -38 | 0.8 | 32
Cc1ccc(-n2ncc3c(=O)[nH]c(SCC(=O)N4CCCc5ccccc54)nc32)cc1 | 3 | 2 | 2 | i | -14 | 2 | 4 | -4 | . | 6
CCOC(=O)C1=C[C@]2(CC)CCCN3CCc4c(n1c1ccccc41)[C@@H]32 | -6 | 2 | -10 | 6.2 | 5 | 3 | 19 | -8 | 1.4 | 12
NC(Cc1ccc(Cl)cc1)c1csc(Nc2cc(NCCCO)ncn2)n1 (configuration not stated) | -1 | . | . | -0.4 | . | . | -11 | 11 | 1.5 | .

Part of the list above, as a markdown table.
| structure | CCHF vOTU inh | MazF activator | Rv3671c inh | Vc quorum ag | SSB-PriA inh | 3CLpro inhibitor | Y pestis TopoI | PrPC TRFRET | TcdB inh | VHR inh abs |
| --- | --- | --- | --- | --- | --- | --- | --- | --- | --- | --- |
| CCCCSc1nnc(-c2ccc(NC(C)=O)cc2)n1C | -6 | -1 | -6 | -0.3 | -4 | 0 | -7 | -5 | . | 3 |
| COCCNc1ccc(N2C(=O)CCCC2=O)cc1[N+](=O)[O-] | 10 | 5 | 6 | i | -12 | -1 | 5 | -38 | 0.8 | 32 |
| CCOC(=O)CN1C(=O)S/C(=C/c2ccc(O)c([N+](=O)[O-])c2)C1=O | 21 | 6 | 3 | -0.2 | 12 | 3 | -5 | -26 | -1.7 | 17 |

Bioassay records deposited in PubChem by several laboratories.
